High-throughput results: PubChem, Broad Institute
LGR2 inh: Drosophila LGR2 receptor signaling inhibition | HEK293 LGR2, CRE-luciferase, bursicon-stimulated, 4 h | inhibition, % at 9.99 µM | actives 0.35% (n = 380,000) | AID 720647;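 active = drop in luminescence signal, shown as inhibition above about 50% in the replicate tests, limit read from the data, passing the limit was not always enough; inconclusive = probably only some replicates passing the limit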;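 note: agonist challenge used bursicon conditioned medium at about half maximal strength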
* hit, by the source's call. Some of the compounds tested; count on the stated rates, not on these rows.

Screening CN(C1CCCC1)C1CCN(C(=O)CNC(=O)/C=C/c2ccccc2)CC1 returned LGR2 inh 0.
`COc1ccc2c3c([nH]c2c1)[C@H](CO)N(C(=O)CN(C)C)CC31CCN(Cc2ccccc2)CC1` gave LGR2 inh 3.
O=C(Cc1c[nH]c2ccccc12)NC1(C(=O)NC2CCCCC2)CCCCC1 was read as LGR2 inh 16.
O=C(C[n+]1cc(-c2ccccc2)n2c1CCC2)OCc1ccccc1 was read as LGR2 inh -4.
Cc1ccc(NC(=O)CCC(=O)N/N=C/c2ccco2)c(C)c1 was read as LGR2 inh -6.
COC(=O)c1ccc(NC(C)C(=O)OC)c([N+](=O)[O-])c1 (centres undefined) was read as LGR2 inh -8.
Screening C[C@H]1CN([C@@H](C)CO)C(=O)c2cc(N(C)C)ccc2O[C@@H]1CN(C)C(=O)Nc1ccccc1 returned LGR2 inh 12.
Screening COc1ccc(N(CC(=O)N/N=C/c2ccc(-c3ccc([N+](=O)[O-])cc3)o2)S(=O)(=O)c2ccc(C)cc2)cc1Cl returned LGR2 inh -5.
CCN(C(=O)COc1ccc(C)nc1[N+](=O)[O-])C1CCS(=O)(=O)C1 (centres undefined) was read as LGR2 inh -10.
CSCCC(NC(=O)c1cccc(S(=O)(=O)N2CCOCC2)c1)C(=O)Nc1ccc(F)cc1 (centres undefined) was read as LGR2 inh -16.
Screening COc1ccc2c3c([nH]c2c1)[C@@H](CO)N(C(=O)CN(C)C)CC31CN(CC2CCOCC2)C1 returned LGR2 inh 1.
COc1ccc(CNC(=O)CSc2ccc(Br)cc2)cc1OC was read as LGR2 inh -3.
Cc1ccc(Nc2cc(C)nc3nnnn23)cc1 was read as LGR2 inh 14.
Screening O=C(N/N=C/c1ccc(OC(F)F)cc1)c1ccc(Br)cc1 returned LGR2 inh -2.
`O=C1c2ccccc2C(=O)N1CCCCN(C(=O)c1cc2ccccc2oc1=O)c1ccc(F)cc1F` gave LGR2 inh 7.
Screening N#Cc1cn(Cc2cccc(Cl)c2)c2ccccc12 returned LGR2 inh -2.
Screening CC(C)(C)C(=O)NC(=S)N1CCCC1 returned LGR2 inh 9.
Screening COc1ccc2c3c([nH]c2c1)[C@@H](CO)N(C)CC31CN(C(=O)c2ccccn2)C1 returned LGR2 inh -9.
For CCOc1cnc(-c2ccc(Cl)cc2)o1 the results were LGR2 inh -17.
`CCOc1ccc(OCC)c(NC(=O)CN(C)S(=O)(=O)c2ccc3nc(C)sc3c2)c1` gave LGR2 inh 4.
Screening CN(C)c1ccc(N=Cc2nc(-c3ccccc3)oc2OC(=O)c2cccc(Cl)c2)cc1 returned LGR2 inh -48.
N/C(=N\c1nc2c(c(=O)[nH]1)CCC2)Nc1cccc(Cl)c1 was read as LGR2 inh 13.
`CC(/C=N/NC(=O)CSc1nc(C)cc(C)n1)=C\c1ccccc1` gave LGR2 inh -14.
O=C(CN1C(=O)/C(=C\c2ccc(F)cc2)Oc2ccccc21)NCc1ccco1 was read as LGR2 inh 1.
For Cc1cc(C)c(C#N)c(SCC(=O)NN2CC(=O)N(c3ccccc3F)CC2=O)n1 the results were LGR2 inh 9.
Screening CSc1nc(/C=C2\C=Nc3ccccc32)c(O)n1C returned LGR2 inh -37.
Screening COC(=O)c1ccc2c(c1)C(C)(C)C(/C=C/c1ccc(O)cc1)=[N+]2C returned LGR2 inh inconclusive.
Screening COC(=O)c1ccc(C)c(NC(=O)CCc2ccc(OC)c(OC)c2)c1 returned LGR2 inh 0.
COc1cc(/C=C/C(=O)N2c3ccccc3Sc3ccc(C(F)(F)F)cc32)cc(OC)c1OC was read as LGR2 inh -4.
For S=C(NCCCN1CCOCC1)Nc1ccc(Cl)c(Cl)c1 the results were LGR2 inh 8.
Screening CCC1(CC)C(=O)N(C)C(=O)NC1=Nc1ccc(OC)cc1 returned LGR2 inh -5.
Screening C[C@H]1CN([C@@H](C)CO)C(=O)c2cc(NC(=O)CCCCCC(=O)Nc3ccccc3N)ccc2O[C@@H]1CN(C)C(=O)NC1CCCCC1 returned LGR2 inh -2.
Cc1c(Oc2ccc(C(F)(F)F)cc2[N+](=O)[O-])ccc2c3c(c(=O)oc12)CCC3 was read as LGR2 inh -12.
Screening O=C(c1ccncc1)N1CCCCN2[C@@H](CO)[C@H](c3ccc(C#Cc4ccccn4)cc3)[C@@H]2C1 returned LGR2 inh 11.
Screening CCN(CC)S(=O)(=O)c1cc(C(=O)OCC(=O)Nc2ccc(-c3nc4ccc(C)cc4s3)cc2)ccc1F returned LGR2 inh inconclusive.
For Cc1ccc(OCCCCNC(C)(C)C)c([N+](=O)[O-])c1 the results were LGR2 inh 7.
For O=c1[nH]c(NC2CCCCC2)c([N+](=O)[O-])c(=O)[nH]1 the results were LGR2 inh 11.
`Cc1cc(C(=O)OCC(=O)Nc2ncc(C(F)(F)F)cc2Cl)c(C)o1` gave LGR2 inh 6.
`COCC(=O)N1CC2(CCN(C(=O)CN3CCOCC3)CC2)c2c([nH]c3cc(OC)ccc23)[C@@H]1CO` gave LGR2 inh -2.
CCCCN(CCCC)CC(O)CN(c1cc([N+](=O)[O-])ccc1OC)S(=O)(=O)c1ccccc1 (centres undefined) was read as LGR2 inh 13.

Continued, overlapping the part above by 3 compounds.
`Cc1cc(C(=O)OCC(=O)Nc2ncc(C(F)(F)F)cc2Cl)c(C)o1` gave LGR2 inh 6.
`COCC(=O)N1CC2(CCN(C(=O)CN3CCOCC3)CC2)c2c([nH]c3cc(OC)ccc23)[C@@H]1CO` gave LGR2 inh -2.
CCCCN(CCCC)CC(O)CN(c1cc([N+](=O)[O-])ccc1OC)S(=O)(=O)c1ccccc1 (centres undefined) was read as LGR2 inh 13.
For COc1cccc(CC(=O)Nc2ccccc2C(=O)N2CCOCC2)c1 the results were LGR2 inh -13.
COc1ccc(-c2csc(NS(=O)(=O)c3ccc([N+](=O)[O-])cc3)n2)cc1 was read as LGR2 inh 6.
For CC(Sc1n[nH]c(N)n1)C(=O)C12CC3CC(CC(C3)C1)C2 (centres undefined) the results were LGR2 inh -8.
For COc1ccc2c3c(n(C)c2c1)[C@@H](CO)N(Cc1ccccn1)CC31CCN(Cc2ccccn2)CC1 the results were LGR2 inh -1.
Cc1ccc(Cn2c([N+](=O)[O-])cnc2C)cc1 was read as LGR2 inh 19.
`CC(C)(C)c1cc(C(=O)N/N=C/c2ccco2)n[nH]1` gave LGR2 inh -36.
S=C(Nc1cccc(Cl)c1Cl)Nn1cnnc1 was read as LGR2 inh -2.
`O=c1c2ccccc2nnn1CSc1nc2ccccc2[nH]1` gave LGR2 inh -37.
COC(=O)c1sc2nc(N)c(C#N)cc2c1N was read as LGR2 inh -28.
Screening COc1ccc(N)c2c1OCCC2=O returned LGR2 inh 12.
`COc1cccc(-c2nc(NCc3ccco3)c3ccccc3n2)c1O` gave LGR2 inh -2.
Screening O=C(CSc1nnnn1-c1ccccc1)N1N=CCC1c1ccccc1 (centres undefined) returned LGR2 inh 12.
COc1ccc2c3c(n(C)c2c1)[C@H](CO)N(C(=O)c1ccccc1)CC31CN(C)C1 was read as LGR2 inh -3.
O=C(Nc1cccnc1)/C(N=Nc1ccc(Cl)c(C(F)(F)F)c1)=C(\O)c1ccccc1 was read as LGR2 inh 23.
For O=S(=O)(Cc1ccc(Cl)cc1)c1ccccc1-c1nnc(-c2ccccc2)o1 the results were LGR2 inh 9.
For CC(=O)Nc1ccc2c(c1)OCCO2 the results were LGR2 inh 3.
`CCOC(=O)c1cc(C#N)c(Oc2ccccc2)nc1-c1ccccc1` gave LGR2 inh 4.
`COc1ccc2cc(C(=O)COC(=O)COc3ccc4c(C)cc(=O)oc4c3)ccc2c1` gave LGR2 inh 8.
`Cc1ccc(C)c(NC(=S)NCc2ccc3c(c2)OCO3)c1` gave LGR2 inh -5.
`Cc1ccc(S(=O)(=O)c2c(C)nn(-c3ccccc3)c2OC(=O)c2ccc(Br)o2)cc1` gave LGR2 inh inconclusive.
Screening CCCCC(=O)Nc1ccc(NC(=O)c2cccs2)cn1 returned LGR2 inh -15.
`CN1CCN(C(=O)c2cc3nc(-c4ccccc4)cc(-c4ccccc4)n3n2)CC1` gave LGR2 inh -8.
Screening COc1ccccc1NC(=S)N1CCCC1 returned LGR2 inh 11.
`Cc1cc(C(=O)NC2CCCCC2)c(C)n1-c1ccc(F)cc1` gave LGR2 inh -36.
`COCCNCCCCOc1ccccc1-c1ccccc1` gave LGR2 inh 27.
Screening COc1ccc2nc(N3C(=O)CC(C(C)c4ccccc4)C3=O)sc2c1 (centres undefined) returned LGR2 inh 14.
`CCNc1nc(CSc2ccccc2)nc2sc(C)c(C)c12` gave LGR2 inh -31.
For CCCN(CCC)C1=N/C(=C\c2ccco2)C(=O)N1c1ccccc1 the results were LGR2 inh -15.
For Cc1nc([N+](=O)[O-])nn1C12CC3CC(CC(Cl)(C3)C1)C2 the results were LGR2 inh -8.
`COc1cc(CN2CC3(CCN(C(=O)NC(C)C)CC3)c3c(n(C)c4cc(OC)ccc34)[C@H]2CO)cc(OC)c1` gave LGR2 inh -2.
For CCCCCCc1cc2cc(C(=O)Nc3ccccc3)c(=O)oc2cc1O the results were LGR2 inh 41.
`Oc1ccc(CNCC2COc3ccccc3O2)cc1` (centres undefined) gave LGR2 inh -4.
COc1ccc2c3c(n(C)c2c1)[C@@H](CO)NCC31CCN(C(C)=O)CC1 was read as LGR2 inh -2.
Nc1nc(-c2ccco2)nn1C(=O)c1ccc(Cl)cc1 was read as LGR2 inh 20.
Screening Cn1c(=O)n(C)c2cc(C(=O)O)ccc21 returned LGR2 inh 3.
For Cc1c(/C=N/N2C(=O)C3C4C=CC(C4)C3C2=O)c2ccccc2n1C (centres undefined) the results were LGR2 inh 4.
For Cc1ccc(-c2ccc([C@@H]3[C@H](CO)N4CCCCN(C(=O)Nc5ccccc5)C[C@@H]34)cc2)cc1 the results were LGR2 inh -4.
COCC(=O)N1CC2(CN(Cc3ccccc3Cl)C2)c2c([nH]c3cc(OC)ccc23)[C@@H]1CO was read as LGR2 inh -25.
COc1ccc2c3c([nH]c2c1)[C@H](CO)N(C(=O)Nc1ccccc1F)CC31CN(C(=O)C2CC2)C1 was read as LGR2 inh 38.
COc1ccc2c3c(n(C)c2c1)[C@H](CO)N(CC1CCCCC1)CC31CN(C(C)=O)C1 was read as LGR2 inh -4.
O=C(CCSc1ccc(Cl)cc1)NC1CCCCC1 was read as LGR2 inh -25.
`Cc1ccccc1NC1=C(Cl)C(=O)N(C2CCCCC2)C1=O` gave LGR2 inh -16.
`O=C(COC(=O)Cn1c(C(F)(F)F)nc2ccccc21)Nc1ccc2c(c1)OCCO2` gave LGR2 inh 9.
Screening O=C(Nc1cccc(F)c1)c1ccccc1-c1ccccc1 returned LGR2 inh 9.
For CCOC(=O)c1cnc(SC)nc1Sc1ccccc1 the results were LGR2 inh -4.
`CCCN1CCN(CCCNC(=O)Cn2nc(-c3ccc(Cl)cc3)ccc2=O)CC1` gave LGR2 inh -12.
`COc1ccc(NS(=O)(=O)c2ccc3nc(COc4ccc(C#N)cc4)[nH]c3c2)cc1` gave LGR2 inh -3.
For Cc1ccc(C(=O)COC(=O)CCC(=O)Nc2ccccc2Cl)cc1[N+](=O)[O-] the results were LGR2 inh 0.
O=C(COC(=O)C1CC(=O)N(c2ccc3c(c2)OCCO3)C1)Nc1ccc2c(c1)CCC2 (centres undefined) was read as LGR2 inh -1.
Cc1ccccc1CS(=O)(=O)CCC(=O)NCCCN1CCOCC1 was read as LGR2 inh 4.
`CC(C)Oc1ccc(C(=O)Nc2ccccc2N2CCCC2)cc1` gave LGR2 inh -9.
S=C1N(c2ccccc2)C(c2cccc3ccccc23)N2CCCN12 (centres undefined) was read as LGR2 inh -10.
For CCNc1nc(NCc2ccccc2)nc(SCC(=O)Nc2ccccc2)n1 the results were LGR2 inh -1.
`Cc1ccc(C(=O)C2OC(=O)C(C)(C)C(=O)C2(C)C)cc1` (centres undefined) gave LGR2 inh -4.
Screening Cc1cc(C)c(C(=O)COC(=O)CCNS(=O)(=O)c2c(Cl)cccc2Cl)cc1C returned LGR2 inh 11.
`O=C(CN1CCN(S(=O)(=O)c2ccc3ccccc3c2)CC1)Nc1ccc2c(c1)CCC2` gave LGR2 inh 3.
For Nc1nc(CSc2nnnn2-c2ccc(Cl)cc2)nc(N2CCOCC2)n1 the results were LGR2 inh -29.
For O=C(CSc1n[nH]c(=O)[nH]c1=O)N/N=C/c1ccccc1 the results were LGR2 inh -12.
For N#Cc1c(N)nc(SCC(=O)C23CC4CC(CC(C4)C2)C3)c(C#N)c1-c1ccc(Cl)cc1 the results were LGR2 inh 17.
For Cc1csc(SCC(=O)Nc2cc(S(=O)(=O)N3CCCC3)ccc2Cl)n1 the results were LGR2 inh -7.

Part of the list above in order of molar mass, lowest first:
Screening CC(C)(C)C(=O)NC(=S)N1CCCC1 returned LGR2 inh 9.
`COCCNCCCCOc1ccccc1-c1ccccc1` gave LGR2 inh 27.
For COc1cccc(CC(=O)Nc2ccccc2C(=O)N2CCOCC2)c1 the results were LGR2 inh -13.
COc1ccc2c3c(n(C)c2c1)[C@H](CO)N(CC1CCCCC1)CC31CN(C(C)=O)C1 was read as LGR2 inh -4.
`O=C(COC(=O)Cn1c(C(F)(F)F)nc2ccccc21)Nc1ccc2c(c1)OCCO2` gave LGR2 inh 9.
O=C(COC(=O)C1CC(=O)N(c2ccc3c(c2)OCCO3)C1)Nc1ccc2c(c1)CCC2 (centres undefined) was read as LGR2 inh -1.
`O=C(CN1CCN(S(=O)(=O)c2ccc3ccccc3c2)CC1)Nc1ccc2c(c1)CCC2` gave LGR2 inh 3.

The list continues.
Screening O=C(c1nc2nc(-c3ccccc3)cc(C(F)(F)F)n2n1)N1CCCCC1 returned LGR2 inh -15.
Cc1nc(Cl)sc1C(=O)Nc1cccc2ccccc12 was read as LGR2 inh -9.
Screening Cc1cccc(-c2ccc([C@H]3[C@H]4CN(CCC(F)(F)F)CCCCN4[C@H]3CO)cc2)c1 returned LGR2 inh 13.
Screening COc1ccc2c3c(n(C)c2c1)[C@H](CO)N(C(=O)Nc1ccc(F)cc1)CC31CN(Cc2cccc(F)c2)C1 returned LGR2 inh -15.
For Cc1oc(/C=N/NS(=O)(=O)c2ccccc2)cc1Br the results were LGR2 inh -11.
